UDG counter = counter-screen for AID inhibitors: uracil-DNA glycosylase inhibition | actives 0.14% (n = 91,000) | Potency, µM (highest dose often 115 µM), for the others: top-dose activity change, negative = inhibition, hits mostly inhibitors | FRET deamination/UDG coupled assay, UDG read, 4 h; further: nearly all actives have a fitted effect of over 65% in size
AID inh = activation induced cytidine deaminase inhibition; Q9GZX7; AID deamination FRET fluorescence, UDG-coupled, 4 h; Potency, µM (series often up to 115 µM), inactives show at the top dose activity change, negative = inhibition, most hits filed as inhibitors; actives 0.32% (n = 91,000); further: nearly all actives have a fitted effect of over 25% in size
Target sequence (Q9GZX7 whole entry, looked up): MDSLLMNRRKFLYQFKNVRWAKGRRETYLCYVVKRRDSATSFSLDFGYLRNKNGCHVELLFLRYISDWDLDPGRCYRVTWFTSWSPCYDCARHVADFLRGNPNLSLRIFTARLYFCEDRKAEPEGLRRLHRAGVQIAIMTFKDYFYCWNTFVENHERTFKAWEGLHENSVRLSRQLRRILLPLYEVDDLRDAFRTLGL
Starred values were filed as active, the others as inactive; ? = inconclusive; [ ] = another dose, or the depositor's remark. The call rests on the fitted dose curve; in most records, active means well fitted curve in the direction sought with a large enough effect; inconclusive means small, poorly fitted or top-dose-only effect, or another doubt; inactive means no such curve, though single readings can be large; an effect the other way counts as inactive or inconclusive. On the % scale 0 is the no-effect control and ±100 the full control effect; potency means the concentration at half of the fitted maximal effect. Some of the compounds tested, so the mix of outcomes need not match the whole.

molecule	UDG counter	AID inh
COc1ccc(NC(=O)N2CCN(Cc3nc4ccc(C)cc4o3)CC2)cc1OC	6%	11%
CCCNc1nc2ccccc2nc1C(=O)Nc1ccc(C)cc1C	8%	5%
O=C(NC(c1ccccc1)c1ccccn1)c1cc[n+]([O-])cc1 (centres undefined)	6%	6%
COc1ccccc1Cc1nc2ccccc2nc1SCC(=O)NCc1ccc(F)cc1	-4%	-23%
CCCCN1CCCc2cc(CN(CCCN3CCOCC3)C(=O)Nc3ccc(CC)cc3)ccc21	-12%[57.5 µM]	6%
CCOc1ccc(NC(=O)CCCOc2cc(=O)n(C)c3ccccc23)cc1	-3%[57.5 µM]	2%[57.5 µM]
COc1ccc(-c2nc3ccccc3o2)cc1NC(=O)c1cccc2c(Cl)cccc12	2%	-13%
COc1ccc(C(=O)c2sc3nc4c(c(C(F)(F)F)c3c2N)CN(C(C)=O)CC4)cc1OC	-18%	?
COc1ccc(-c2nc3ccccc3o2)cc1NC(=O)CC12CC3CC(CC(C3)C1)C2	-2%	-12%
COc1cccc(NC(=O)Cn2nc(-c3ccncc3)ccc2=O)c1	-11%[57.5 µM]	?
CCCc1c(C(=O)OCC)nnc2c(-c3ccc(Br)cc3)c(C)nn12	-5%	5%
Brc1ccc(-c2noc(-c3cccnc3)n2)o1	7%	26%
Cc1ccc(CSc2nc3nc[nH]c3c(=O)[nH]2)cc1	-6%	3%
COc1cccc(C(=O)Nc2ccc3oc(C)nc3c2)c1	-13%	-5%
CCC(Sc1nc(-c2ccccc2)[nH]c1S(=O)(=O)c1ccc(C)cc1)C(=O)O (centres undefined)	6%	-1%
Cc1ccc2c(C(=O)O)cc(-c3ccncc3)nc2c1C	4%	3%
Cc1ccc2c(=O)cc(C(=O)Nc3ccc(S(=O)(=O)N4CCCCCC4)cc3)oc2c1C	-18%[57.5 µM]	1%
Brc1ccc(-c2noc(CC(c3ccccc3)c3ccccc3)n2)cc1	-6%	-6%
Cn1c2c(c(=O)n(C)c1=O)C(c1cccc(O)c1)CC(=O)N2 (centres undefined)	5%	27%
COc1ccc(Cn2c(SCC(=O)Nc3ccc(OC)cc3)nc3ccccc32)cc1	-17%	17%
CCc1cccc(C)c1Nc1c(-c2cccs2)nc2ncccn12	6%	?
O=C(c1ccc2c(c1)N(Cc1ccc(Cl)cc1)C(=O)c1ccccc1S2=O)N1CCC(Cc2ccccc2)CC1 (centres undefined)	-14%	?
O=C(Nc1ccc(Cl)cc1)N1CCC(CN2CCCCCC2)CC1	7%	-6%
C=CCNC(=O)NC(=O)CN(C)Cc1ccc(C(F)(F)F)cc1	2%	-5%
O=C(O)CCNS(=O)(=O)c1cccc(C(=O)O)c1	-6%	1%
C/C(=N\NC(=O)c1ccccc1)c1ccccc1	-4%	28%
C=Cc1ccc(Cn2c(=O)n(-c3cccc(C)c3)c(=O)c3c2c2cc(C)ccc2n3C)cc1	-13%	4%
FC(F)(F)c1cccc(CSc2ncnc3sc(-c4ccccc4)cc23)c1	2%	3%
CN1CCN(C(=O)c2ccc3c(c2)N(Cc2ccc(C(F)(F)F)cc2)C(=O)c2ccccc2S3)CC1	-30%	?
CCN(C(=O)CSc1nnc(-c2cc3occc3n2C)n1-c1ccccc1C)c1ccccc1	-1%	25%
Cc1cc(C)c(NC(=O)C2=Cc3sc4c(c3CS2)CCCC4)c(C)c1	-8%	2%
CN(C)CCCN(Cc1cccc2ccccc12)Cc1cccc2ccccc12	3%	11%
COc1cccc(Cc2nc3ccccc3nc2SCC(=O)N2CCN(c3ccccc3)CC2)c1	-9%[57.5 µM]	-11%
COc1ccc(/C=C/C(=O)Nc2ccc3nc(N4CCCCC4)cc(C)c3c2)cc1OC	-11%	?
COC(=O)c1ccccc1NC(=O)c1cnc2sc(N3CCOCC3)nn2c1=O	-10%	-10%
O=C(c1cc(-c2csc(-c3ccccc3)n2)c[nH]1)N1CCCC1	1%	0%
CC(C)c1ccc(N2CC(c3nc(-c4ccccn4)no3)CC2=O)cc1 (centres undefined)	2%	-2%
Cc1ccc(-c2c3c(=O)n(C)c(=O)n(C)c3c3c(C(F)(F)F)nc4ccccc4n23)cc1	-1%[57.5 µM]	23%[57.5 µM]
CCCc1nnc(NC(=O)Cc2coc3ccc(C)cc23)s1	-5%	2%
O=C(Nc1ccccc1)N1CCCN(CCc2ccncc2)CC1	7%	-6%
C#CCNC(=O)COC(=O)c1cccnc1Nc1cccc(C(F)(F)F)c1	-1%	-2%
CCCCOc1ccc(S(=O)(=O)Nc2ccc(-c3ccc(N4CCCCC4)nn3)cc2)cc1	-9%	-1%
COc1ccc(-c2cc(C(C)=O)c(C)n2CCC(=O)NCc2ccc(F)cc2)cc1	-17%	2%
CC(OC(=O)c1cc(Br)c[nH]1)C(=O)c1c[nH]c2ccccc12 (centres undefined)	-6%	5%
CCc1ccccc1NS(=O)(=O)c1ccc2c(c1)OCC(C(=O)N1CCCC1)O2 (centres undefined)	9%	-1%
COc1ccc2c(CCNC(=O)CNc3nc(Cl)nc4nc[nH]c34)c[nH]c2c1	18%	34%[activator]
COc1cccc(-c2nc3cc(NC(=O)c4ccc(C)c([N+](=O)[O-])c4)ccc3o2)c1	48%[activator]	?
COc1ccccc1NC(=O)c1sc2nc(C)c(C(=O)Nc3ccc(Cl)cc3)c(-c3ccc(Br)cc3)c2c1N	1%	20%
COc1ccc(CNC(=O)C(C)n2ccc3cc(S(=O)(=O)N4CCCC4)ccc32)cc1OC (centres undefined)	-5%	-4%
Cc1cccc(N2C(=O)N(CC(=O)C(C)(C)C)c3ccccc3S2(=O)=O)c1C	-14%	?
COc1cc(/C=N/O)c(Br)cc1OCC(=O)NN	-12%	-1%
Cc1ccc(Sc2ccc(N3CCC(C(=O)Nc4ccc(Cl)cc4)CC3)nn2)cc1	-13%	-6%
CCCCCCNC(=S)Nc1ccc(F)cc1	-8%	0%
Cc1ccc(CCNC(=O)CCc2nc(CS(=O)(=O)c3ccc(F)cc3)no2)cc1	-11%	-2%
CCOC(=O)C1=C(C)NC(=O)NC1c1nc2ccccc2n1CC (centres undefined)	-2%	9%
CNc1nc(-c2c(C(=O)OC)c(C)n(C3CC3)c2C)cs1	-7%	-5%
C#CCN(CC)CC(=O)NCc1cccs1	4%	-1%
O=C(Nc1cccc2ccccc12)c1cc(F)c(F)cc1Cl	1%	-4%
CNC(=O)C1CCC(Cn2c(=O)c3sccc3n(CC(=O)Nc3ccc(C)c(C)c3)c2=O)CC1 (centres undefined)	-1%	5%
Cc1cccc(C(=O)Nc2cccc(C(=O)N(C)C)c2)c1	-14%	-15%

Next structures.
molecule	UDG counter	AID inh
O=C(Cn1ccc2ccc(F)cc21)Nc1nnc(C2CC2)s1	3%	1%
O=C(Cc1ccc(F)cc1)NCCc1cnc(-c2ccccc2)[nH]1	-6%	-11%
Cc1cc(C)c(NC(=O)Cn2nnc(-c3nc(-c4ccncc4)no3)c2N)c(C)c1	-11%	-34%
CCOC(=O)c1noc2nc(C)n(CC(=O)Nc3cccc(OC)c3)c(=O)c12	-8%	3%
OC(C#CCN1CCC(c2ccccc2)C1)(c1ccccc1)C1CCCCC1 (centres undefined)	1%	-9%
O=C(OCCOc1cccc(Br)c1)c1ccccc1C(=O)c1ccc(Cl)cc1	2%	0%
O=C(Nc1ccc2nc(SCC(=O)N3CCOCC3)sc2c1)c1ccc(Cl)cc1	1%[57.5 µM]	1%
Cc1ccc(Cl)cc1NS(=O)(=O)c1ccc(N2CCCCS2(=O)=O)cc1	-4%	20%
CCCn1c(=O)c2sccc2n2c(CCCC(=O)NCCc3ccc(Cl)cc3)nnc12	8%	-7%
CC(C)c1ccc(NC(=O)C2CCN(S(=O)(=O)c3cccc4nonc34)CC2)cc1	-5%	21%
Cc1ccccc1Cn1c(SCc2ccc(C(=O)NCc3cccs3)cc2)nc2ccncc21	3%	-1%
CC(C)CCn1cnc2c1c(O)nc(=O)n2Cc1ccccc1	-1%	-14%
COc1cc(NC(=O)c2noc3c2CC(C(C)(C)C)CC3)cc(OC)c1OC (centres undefined)	28%	7%
CN(Cc1cnn(C)c1)C(=O)c1nn(-c2ccccc2)c(=O)c2ccccc12	3%	-3%
CCC(=O)N1c2ccccc2CC1C(=O)NCCN1CCN(c2cccc(C(F)(F)F)c2)CC1 (centres undefined)	?	4%
Cc1ccc(NC(=O)NC(C)c2c(-n3cccc3)sc(C)c2C)c(C)c1 (centres undefined)	0%	0%
CC(O)c1nc2ccccc2n1CC(=O)C(C)(C)C (centres undefined)	-5%	-1%
COc1ccccc1NC(=O)c1sc2nc(C)c(C(=O)Nc3ccc(C)cc3C)c(-c3ccco3)c2c1N	-6%	6%
CC(=O)c1cccc(NC(=O)CSc2nnc3ccc(-c4ccc(Br)cc4)nn23)c1	-1%	2%
O=C(NCCN1CCOCC1)c1nn(Cc2ccccc2)c(=O)c2ccccc12	-5%	-6%
COc1ccc(-c2coc3c2c(C)cc2oc(=O)cc(C)c23)cc1	12%	9%
CCOc1ccc(NC(=O)c2cnc(Nc3ccccc3OC)c3ccccc23)cc1	-7%	12%
CCOc1ccc(CNS(=O)(=O)c2ccc3[nH]c4c(c3c2)CCCC4)cc1OC	-16%[57.5 µM]	185%[activator]
COc1cccc(C(=O)Nc2ccc(-n3nncc3-c3ccc(Br)cc3)cc2)c1OC	-15%	5%
N#CC(C(=O)Cc1ccc(Cl)cc1)C(=O)Nc1ccccc1Cl (centres undefined)	9%	-2%
O=C(COc1ccc(Cl)cc1)Nc1c(NC2CCCC2)c2ccccc2oc1=O	5%	-11%
CC1CCN(CC(=O)N2CCCc3c2c(=O)oc2ccc(OCc4ccccc4)cc32)CC1	?	?
CCC(C(=O)c1ccc(OC)cc1)C(=O)c1ccc(OC)cc1	1%	-5%
O=C(CSc1nc2ccccc2s1)Nc1ccc(F)c(F)c1F	1%	0%
Cc1cccc(NC(=O)CCC2CCCC2)c1C	-3%	3%
CCC(=O)NCCC12CC3CC(CC(C3)C1)C2	-8%	-5%
CC(NC(=O)CC12CC3CC(CC(C3)C1)C2)c1ccccn1 (centres undefined)	4%	-1%
O=C(CSc1nc2ccccc2nc1Cc1ccc(F)cc1)Nc1ccc2c(c1)OCO2	-7%[57.5 µM]	9%
CN(Cc1ccccc1)Cc1c(O)ccc2c(=O)c(-c3ccccc3)c(C(F)(F)F)oc12	-10%	12%
Cc1ccc(C)c(CN2CCCN(Cc3cc(C)ccc3C)S2(=O)=O)c1	-20%	?
CCc1ccc(C2=NN(CCC(=O)NCCc3ccccc3)C(=O)CC2)cc1	-4%[57.5 µM]	-6%
COCCN(CCOC)Cc1cc(=O)oc2cc(C)c(O)cc12	-8%	-1%
CCCS(=O)(=O)N1CC(=O)N(c2ccc(C)cc2C)C(C)(C(=O)NC2CCCCCC2)C1 (centres undefined)	33%[activator]	3%
C=CCOc1ccc(NC(=O)c2ccncc2)cc1	-9%	-1%
CCn1cnc2c1c(=O)n(CC(=O)Nc1cccc(C(C)=O)c1)c(=O)n2Cc1ccccc1	-4%	-6%
Cc1cccc(N2CCN(S(=O)(=O)c3c(C(=O)N4CCC(C)CC4)c(C)n(C)c3C)CC2)c1C	-14%	?
COC(=O)c1nnn(-c2ccc(Br)cc2)c1C(=O)OC	1%	-18%
O=C(Nc1nc2n(n1)C(c1ccccc1)C=C(c1ccccc1)N2)c1ccc(Cl)c([N+](=O)[O-])c1 (centres undefined)	4%	-15%
CN(C1CCCCC1)S(=O)(=O)c1ccc2c(c1)c(=O)c(C(=O)N1CCN(c3ccccc3F)CC1)cn2C	-5%[57.5 µM]	-9%[57.5 µM]
Cc1ccc(N2CC(NC(=O)c3cccs3)CC2=O)cc1C (centres undefined)	4%	8%
COc1cc2c(cc1OC)n(Cc1cccc(C(F)(F)F)c1)c(=O)n1nc(-c3ccccc3)nc21	-20%	-4%
CC(=O)Oc1cncc(C(=O)O)c1	1%	3%
FC(F)(F)c1cccc(/C=N/Nc2ccc(Cl)cc2)c1	-3%	-8%
COc1cccc(NC(=O)c2cnn(-c3ccccc3)c2-n2cccc2)c1	5%	4%
O=C(Nc1ccc(Cl)c(-c2nc3ncccc3o2)c1)c1cccs1	-8%	-14%
Cc1ccc(S(=O)(=O)Cc2nc(-c3ccc(C(=O)NCCCN4CCOCC4)cc3)oc2C)cc1	1%	-4%
Cc1ccc(-n2nc(CO)c(C(=O)NCCc3ccccc3)n2)cc1C	-1%[57.5 µM]	2%
CNCCCC12CCC(c3ccccc31)c1ccccc12	-8%	-14%
COC(=O)c1ccccc1NC(=O)CCCn1c(=O)c2cccn2c2cccnc21	7%	16%

Ordered by SMILES length (low to high): part of the list above
molecule	UDG counter	AID inh
COC(=O)c1nnn(-c2ccc(Br)cc2)c1C(=O)OC	1%	-18%
O=C(Nc1ccc(Cl)c(-c2nc3ncccc3o2)c1)c1cccs1	-8%	-14%
Cc1ccc(-n2nc(CO)c(C(=O)NCCc3ccccc3)n2)cc1C	-1%[57.5 µM]	2%
COc1cccc(NC(=O)c2cnn(-c3ccccc3)c2-n2cccc2)c1	5%	4%
O=C(Nc1nc2n(n1)C(c1ccccc1)C=C(c1ccccc1)N2)c1ccc(Cl)c([N+](=O)[O-])c1 (centres undefined)	4%	-15%

Source: PubChem (National Center for Advancing Translational Sciences (NCATS))
